Assay outcomes deposited in PubChem BioAssay by several laboratories.
RGS4 pot = RGS4 potentiation or activation. B-score at 10 µM. 310,000 tested, 0.92% active. HEK293 M3R/inducible RGS4, carbachol calcium flux Fluo4; active compounds read low. AID 463111;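 active = B-score of the integrated calcium signal more than 4 SD below the library mean, with starting fluorescence not abnormally high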;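 note: negative B-score means reduced calcium response which marks RGS4 activation or potentiation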
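System – HEK293 FlpIn-TREx cells, stable M3R, doxycycline-inducible RGS4 · Reagent – ECmax carbachol challenge · Times – compound preincubation 20 min at room temperature before agonist · Technique – Fluo4 fluorescence kinetic imaging of calcium · Measure – B score of integrated Fluo4 ratio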
SKKanGAS inh = SKKanGAS growth inhibition. S. pyogenes SKKanGAS, kanamycin growth, BacTiter-Glo, 6 h. inhibition, % at 7.5 µM. 300,000 tested, 1.3% active. AID 1662;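 active = mean replicate score, as percent of positive control median, at least 50; inconclusive = mean below 50 but one replicate at or above 50; inactive = mean and every replicate below 50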;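 note: strain carries kanamycin resistance gene driven by streptokinase promoter and grows in 40 µg/ml kanamycin; loss of luminescence reflects streptokinase promoter inhibition or plain growth inhibition; 0% = median of DMSO wells and 100% = positive control at its reference dose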
MrgX1 agonist = activates human MrgX1 receptor signaling; MrgX1-HEK293 cells, Fluo-4 calcium fluorescence, agonist mode; active compounds read high; B-score at 10 µM; 310,000 tested, 0.44% active;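 active = calcium response B-score plate-corrected fluorescence ratio at least 3 library SD, with starting fluorescence B-score inside 5 SD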
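Test system: Stable human MrgX1 HEK293 cell line | Schedule: Overnight plating before 1 h dye loading | Read-out basis: Baseline-normalised fluorescence change ratio, B-scored | Detection: Kinetic calcium dye fluorescence, Fluo-4 NW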
TRPC6 inhibitor = blocks the mouse TRPC6 cation channel; HEK293-TRPC6, membrane potential dye, ACh-evoked depolarization; active compounds read low; B-score at 10 µM; 310,000 tested, 1.1% active; AID 2553;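 active = B-score under library mean minus 3 SD, initial fluorescence not abnormally high, positive integrated signal ratio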;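 note: B-score derived from integrated fluorescence ratio over the kinetic read; more negative B-score means stronger inhibition of depolarization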
RGS4 inh = inhibitors of human RGS4. P49798. HEK293 M3R/RGS4 inducible, Fluo-4 calcium flux; active compounds read high; triggered by carbachol at its EC20. B-score at 10 µM. 310,000 tested, 0.45% active. AID 463165;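 active = B-score, a plate-corrected calcium signal, over three deviations above library mean, with baseline fluorescence within five deviations of library mean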;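 note: RGS4 expression induced by doxycycline in cells with stable M3 receptor; B-score is computed from the integrated fluorescence ratio over baseline after carbachol; higher B-score means a larger calcium signal and so more RGS4 inhibition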
TRPC6 act = mouse TRPC6 channel activation; HEK293-TRPC6 membrane potential dye fluorescence; active compounds read high; B-score at 10 µM; 310,000 tested, 0.13% active;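 active = B-score of the integrated fluorescence ratio above library mean plus 3 SD, and starting fluorescence ratio within library mean plus 5 SD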;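 note: higher score means more depolarization so channel activation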
MrgX1 PAM = human MrgX1 positive allosteric modulation, primary screen; MrgX1-HEK293, Fluo-4 calcium flux, FDSS; active compounds read high; Q96LB2; 310,000 tested, 0.63% active; B-score at 10 µM;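 active = plate-corrected calcium response at least 3 library SD above typical, normal starting fluorescence, not activating the receptor alone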;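 note: compound read alongside a low EC10 to EC30 dose of BAM8-22 agonist; peak minus trough fluorescence over baseline measured at the second addition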
MrgX1 antag = antagonists of human MrgX1 receptor. MRGX1-HEK293 calcium flux, Fluo-4, BAM8-22 antagonism; active compounds read low. 310,000 tested, 1.3% active. Q96LB2. B-score at 10 µM;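 active = calcium-response B-score plate-corrected more than 3 library SD below zero, starting fluorescence within 5 deviations, no agonist response on first addition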;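 note: peak minus trough fluorescence over baseline after final BAM8-22 challenge near maximal dose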
HDAC3 inhib = human HDAC3 inhibition. 320,000 tested, 0.15% active. recombinant HDAC3, fluorogenic peptide/trypsin coupled, fluorescence. inhibition, % at 8.3 µM. O15379; in the data active = inhibition above about 26%, passing the limit was not always enough; inconclusive = no clear call, values can overlap the other calls
TMEM16A inh = blocks the mouse calcium-activated chloride channel TMEM16A | Q8BHY3 | HEK293 TMEM16A/YFP iodide influx fluorescence, ionomycin | normalized B-score (activity score, 25-100; higher = stronger inhibition) at 10 µM | 310,000 tested, 1.2% active | AID 588511;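 active = ratio plate-corrected score three or more library SD toward inhibition, starting fluorescence score within five deviations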;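 note: score derived from kinetic fluorescence span divided by baseline fluorescence per well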
Target sequence (Q8BHY3 whole entry, looked up): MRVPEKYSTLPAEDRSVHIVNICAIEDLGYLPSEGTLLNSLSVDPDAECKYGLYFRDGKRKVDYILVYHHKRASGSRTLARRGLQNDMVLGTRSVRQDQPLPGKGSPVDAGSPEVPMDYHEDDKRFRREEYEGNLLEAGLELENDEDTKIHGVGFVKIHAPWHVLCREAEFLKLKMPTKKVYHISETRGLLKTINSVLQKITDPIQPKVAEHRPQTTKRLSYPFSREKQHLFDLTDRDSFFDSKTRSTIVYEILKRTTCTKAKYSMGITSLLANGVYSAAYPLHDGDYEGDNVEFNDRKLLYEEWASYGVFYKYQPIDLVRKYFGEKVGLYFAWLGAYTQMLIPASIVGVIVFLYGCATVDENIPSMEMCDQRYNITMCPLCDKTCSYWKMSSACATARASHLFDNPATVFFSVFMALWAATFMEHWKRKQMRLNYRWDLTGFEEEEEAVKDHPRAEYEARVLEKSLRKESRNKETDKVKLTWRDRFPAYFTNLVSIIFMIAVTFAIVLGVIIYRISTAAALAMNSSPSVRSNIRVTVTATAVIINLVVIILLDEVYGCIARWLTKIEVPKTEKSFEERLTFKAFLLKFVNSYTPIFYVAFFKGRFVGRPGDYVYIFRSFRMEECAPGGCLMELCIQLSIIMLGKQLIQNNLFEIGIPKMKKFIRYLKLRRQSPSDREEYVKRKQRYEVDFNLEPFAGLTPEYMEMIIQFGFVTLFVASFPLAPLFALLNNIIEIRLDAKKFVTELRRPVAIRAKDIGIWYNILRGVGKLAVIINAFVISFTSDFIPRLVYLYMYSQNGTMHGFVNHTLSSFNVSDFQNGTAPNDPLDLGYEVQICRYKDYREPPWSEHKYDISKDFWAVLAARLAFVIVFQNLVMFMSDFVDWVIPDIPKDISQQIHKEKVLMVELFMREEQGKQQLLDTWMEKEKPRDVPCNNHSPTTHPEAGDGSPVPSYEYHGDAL
TMEM16A act = activates or potentiates the mouse TMEM16A chloride channel; Q8BHY3; HEK293 TMEM16A/YFP-H148Q/I152L, iodide quench fluorescence; active compounds read low; B-score at 10 µM; 340,000 tested, 0.3% active;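 active = fluorescence-ratio B-score plate-corrected deviation score at least 3 library SD below zero, with starting fluorescence score within 5 deviations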;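 note: channel opened by trigger with iodide after compound preincubation; score built on the fluorescence ratio of max minus min over baseline; more negative score means more quench and so TMEM16A activation or potentiation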
Active calls of the source: *; i = inactive; ? = inconclusive; . = no result given.

SMILES	RGS4 pot	SKKanGAS inh	MrgX1 agonist	TRPC6 inhibitor	RGS4 inh	TRPC6 act	MrgX1 PAM	MrgX1 antag	HDAC3 inhib	TMEM16A inh	TMEM16A act
CCn1c(C)nc2cc(C(=O)N/N=C/c3cccc(OC)c3O)ccc21	i	8	i	i	i	i	i	i	2	i	i
O=C(c1ccc2c(c1)OCO2)C1CCCN(Cc2cn[nH]c2-c2cccc(F)c2)C1 (stereo unspecified)	i	5	i	i	i	i	i	i	4	i	i
COC(=O)C1=CN(c2ccc(OC)cc2)C=C(C(=O)OC)C1c1ccc([N+](=O)[O-])cc1	i	1	i	i	i	i	i	i	-4	i	i
CCOc1ccc(C(=O)Nc2cccc(-c3cc4ccccc4oc3=O)c2)cc1[N+](=O)[O-]	i	8	i	i	i	i	i	i	1	i	i
Cc1cc(N2CCCC2)nc(SCC(=O)c2ccccc2)n1	i	3	i	i	i	i	i	i	-5	i	i
CC1CC(NC(=O)N(C)C)N(C)C(=O)N1 (stereo unspecified)	i	4	i	i	i	i	i	i	-2	i	i
O=C(c1ccc(O)cc1)c1ccc(C(=O)O)c(C(=O)O)c1	i	-9	i	i	i	i	i	-10*	9	i	i
CCN(c1ccc(OCC(=O)OCC(=O)c2c(N)n(C)c(=O)n(C)c2=O)cc1)S(=O)(=O)c1ccccc1	i	3	i	i	i	i	i	i	-13	i	i
Cc1ccc(NC2CCCN(C(=O)CCN3CCOCC3)C2)cc1C (stereo unspecified)	i	4	i	i	i	i	i	i	-3	i	i
COc1cccc(NC(=S)NCc2ccco2)c1	i	-1	i	i	i	i	i	i	3	i	i
COc1cc(/C=C2\SC(=O)N(CC(=O)Nc3cccc(C)c3)C2=O)ccc1OC(C)C(=O)O (stereo unspecified)	i	9	i	i	i	i	i	i	3	i	i
CC1=NN2C(=N)/C(=C\c3ccc(SCc4ccccc4)o3)C(=O)N=C2S1	i	6	i	i	i	i	i	i	-2	i	i
O=[N+]([O-])c1ccc(N2CCN(CCOCCO)CC2)c([N+](=O)[O-])c1	i	-4	i	i	i	i	i	i	-5	i	i
CC(C)NC(=O)Cn1cc(S(=O)(=O)N2CCCC2)c(S(=O)(=O)N2CCCC2)c1	i	-8	i	i	i	i	i	i	1	i	i
CCOC(=O)C1=C(C)N=c2s/c(=C/c3cccc([N+](=O)[O-])c3O)c(=O)n2C1c1cc(OC)c(OC)c(OC)c1 (stereo unspecified)	i	27	i	i	i	i	i	i	-4	i	i
CCC(=O)NC(=S)NNC(=O)c1ccc(NC(=O)c2ccccc2)cc1	i	18	i	i	i	i	i	i	11	i	i
CC(C)(C)c1ccc(S(=O)(=O)NCC(=O)N2CCN(Cc3ccccc3)CC2)cc1	i	-1	i	i	i	i	i	i	-9	i	i
CCC1=Nc2cc(C(=O)NCc3ccco3)ccc2Sc2ccc(Cl)cc21	i	14	i	i	i	i	i	i	7	i	i
CCN(CC)c1ccc(/C=C/c2nc3ccccc3s2)cc1	i	?	i	i	i	i	i	i	4	i	.
NC(=O)CC[C@H](NC(=O)[C@H](Cc1ccccc1)n1c(=O)[nH]c2ccccc2c1=O)C(=O)N1CCC[C@H]1C(=O)O	i	-1	i	i	i	i	i	i	10	i	i

Single records, from the list above. Order of screens: RGS4 pot, SKKanGAS inh, MrgX1 agonist, TRPC6 inhibitor, RGS4 inh, TRPC6 act, MrgX1 PAM, MrgX1 antag, HDAC3 inhib, TMEM16A inh, TMEM16A act
CC(C)(C)c1ccc(S(=O)(=O)NCC(=O)N2CCN(Cc3ccccc3)CC2)cc1 as listed: i, -1, i, i, i, i, i, i, -9, i, i
CCn1c(C)nc2cc(C(=O)N/N=C/c3cccc(OC)c3O)ccc21 as listed: i, 8, i, i, i, i, i, i, 2, i, i
CC1=NN2C(=N)/C(=C\c3ccc(SCc4ccccc4)o3)C(=O)N=C2S1 as listed: i, 6, i, i, i, i, i, i, -2, i, i

Next compounds
SMILES	RGS4 pot	SKKanGAS inh	MrgX1 agonist	TRPC6 inhibitor	RGS4 inh	TRPC6 act	MrgX1 PAM	MrgX1 antag	HDAC3 inhib	TMEM16A inh	TMEM16A act
CC(=O)Nc1ccc(Br)c2ccccc12	i	2	i	i	i	i	i	i	2	i	i
Cc1cc(OCc2nn[nH]n2)c2c(C)c(CC(=O)O)c(=O)oc2c1	i	-4	i	i	i	i	i	i	-56	i	i
CCN1CCN(C(=O)c2ccccc2NC(=O)c2ccc(Cl)cc2)CC1	i	-1	i	i	i	i	i	i	2	i	i
CS(=O)(=O)NCCSCc1c(Cl)cccc1Cl	i	-13	i	i	i	i	i	i	1	i	i
O=C(CCc1nc2ccccc2c(=O)[nH]1)OCc1ccc(-c2ccccc2)cc1	i	-4	i	i	i	i	i	i	0	i	i
OCC1(Cc2ccccc2)CCN(Cc2cnc(-c3ccc(Cl)cc3)nc2)CC1	i	-8	i	i	i	i	i	i	-3	i	i
COCCNC(=O)CN(C(=O)CCC(=O)Nc1ccccn1)c1ccc(OC)cc1	i	-4	i	i	i	i	i	i	-5	i	i
O=[N+]([O-])c1ncn(Cc2c(Cl)cccc2Cl)n1	i	3	.	i	i	i	.	.	.	.	i
CCCCCCc1nc2c(=O)[nH]c3ccccc3c2o1	i	2	i	i	i	i	i	i	3	i	i
N/C(=N\OC(=O)c1ccco1)c1cccc(Br)c1	i	-1	i	i	i	i	i	i	.	i	i
NC(=O)c1ccc(N=Cc2ccc([N+](=O)[O-])s2)cc1	.	.	i	.	.	.	i	i	8	i	i
CCCC(=O)NCCc1nc2ccccc2n1C	i	-3	i	i	i	i	i	i	2	i	i
C/C=C(\C)CN1CCCC(CO)(Cc2ccccc2)C1 (stereo unspecified)	i	-6	i	i	i	i	i	i	-4	i	i
Cc1ccc2nc(SCC(=O)Nc3ccc(F)cc3F)[nH]c2c1	i	-1	i	i	i	i	i	i	7	i	i
O=C(c1cc(N2CCOCC2)c(F)cc1[N+](=O)[O-])N1CCOCC1	i	-4	i	i	i	i	i	i	2	i	i
O=C(Nc1ccccc1)[C@@H]1CC=C[C@@H]2CCN(Cc3ccccc3)C(=O)[C@@H]21	i	-10	i	i	i	i	i	i	1	i	i
O=C(CN1CCN(Cc2ccccc2Cl)C1=O)NCc1ccco1	i	-5	i	i	i	i	i	i	-1	i	i
Cc1nnc(SCC(=O)N/N=C/c2cn(-c3ccccc3)nc2-c2ccccc2)n1-c1ccccc1	i	35	i	i	i	i	i	i	3	i	i
Cc1cc(C(=O)CSCCCn2c(=O)[nH]c3ccccc32)c(C)n1C	i	-3	i	i	i	i	i	i	3	i	i
Cc1nn2cc(-c3ccc(Cl)cc3)cnc2c1Cl	i	-4	i	i	i	i	i	i	3	i	i
COc1ccccc1/C=C/C(=O)Nc1cccc(S(=O)(=O)NC2=NCCCCC2)c1	i	3	i	i	i	i	i	i	-2	i	i
CC(C)[C@H](NC(=O)c1ccccc1Cl)C(=O)NC1CCCCCC1	i	4	i	i	i	i	i	i	-1	i	i
CC(C)n1c(SCC(=O)N2CCN(C)CC2)nc2c1c(=O)n(C)c(=O)n2C	i	-3	i	i	i	i	i	i	-8	i	i
O=Nc1[nH]c(=O)c(/C=C(\O)c2ccccc2)nc1NO	i	10	i	i	i	i	i	i	5	i	i
CCOc1ccc(NC(=O)CCNS(=O)(=O)c2ccc3c(c2)CCC(=O)N3)cc1	i	-6	i	i	i	i	i	i	5	i	i
O=C(COc1ccc2c3c(c(=O)oc2c1)CCC3)N[C@@H](CSCc1ccccc1)C(=O)O	i	5	i	i	i	i	i	i	-1	i	i
COc1ccc(CN2CCN(Cc3ccc(C(F)(F)F)cc3)CC2)c(OC)c1	i	1	i	i	i	i	i	i	4	i	i
COc1ccc(NC(=O)c2cc(Br)c(Br)s2)cn1	i	-7	i	i	i	i	i	i	2	i	i
CCn1c(SCC(=O)Nc2ccc3c(c2)OCCO3)nnc1C(C)C	i	4	i	i	i	i	i	i	-1	i	i
COC(=O)c1cc(NC(=O)CSc2nnc(N)s2)ccc1Cl	-14*	-7	i	-7.1*	i	i	i	i	1	i	i
CCOC(=O)c1cnc(SCC(=O)Nc2ccc3c(c2)OCCO3)nc1N	i	3	i	i	i	i	i	i	6	i	i
Nc1ccc(Br)cc1C(=O)O	i	1	i	i	i	i	i	i	.	i	i
Cc1ccc(C(=O)Nc2c[nH]c(=O)[nH]c2=O)cc1	i	5	i	i	i	i	i	i	-3	i	i
S=C1NCCOCCOCCOCCOCCN1	i	-8	i	i	i	i	i	i	1	i	i
O=C(c1cccnc1)c1ncc(C(F)(F)F)cc1Cl	i	-5	i	i	i	i	i	i	-10	i	i
COc1ccc(S(=O)(=O)N2CCCC2)cc1C(C)C	i	-15	i	i	i	i	i	i	3	i	i
CC1CCN(S(=O)(=O)c2ccc3c(c2)n(C)c(=O)n3C)CC1	i	-1	i	i	i	i	i	i	-7	i	i
COc1cccc(Nc2c([N+](=O)[O-])cncc2[N+](=O)[O-])c1	i	15	31*	i	i	i	i	i	2	i	i
O=C(COc1cc2oc(=O)cc(-c3ccccc3)c2cc1Cl)NCc1ccccn1	i	-1	i	i	i	i	i	i	2	i	i
CCn1c(N2CCN(C(=O)C34CC5CC(CC(C5)C3)C4)CC2)nc2ccccc21	i	3	i	i	i	i	i	i	-1	i	i
Cc1ccc(CNC(=O)CNS(=O)(=O)c2cccc3nsnc23)cc1	i	2	i	i	i	i	i	i	.	i	i
C/C(=N\NC(=O)c1cccc(Cl)c1)C1C(=O)c2ccccc2C1=O	i	18	i	i	i	i	18*	i	9	100*	i
Cc1ccccc1-c1nn[nH]n1	i	0	i	i	i	i	i	i	-3	i	i
CCC(C)NC(=O)c1cn(CC)c2ccc(S(=O)(=O)N(C)C)cc2c1=O (stereo unspecified)	i	-7	i	i	i	i	i	i	0	i	i
O=C(O)Cn1nc2c3c(cccc3c1=O)-c1ccccc1-2	i	-4	i	i	i	i	i	i	0	i	i
CCOc1ccc2c(c1)C(C)=CC(C)(C)N2S(=O)(=O)c1ccc(F)cc1	i	7	i	i	i	i	i	i	4	i	i
CCc1oc(C(=O)OC)cc1CSC(=N)N	i	-4	43*	i	i	i	i	i	.	i	i
COc1ccc(NS(=O)(=O)N2CCOCC2)cc1	i	7	i	i	i	i	i	i	-4	i	i
